H9c2 TAG inh: reduces triacylglycerol accumulation in H9c2 cells; Nile Red lipid (TAG) fluorescence; cells loaded with 200 µM oleic acid; hit rate 0.66% among 230,000; inhibition, % at 12.5 µM; AID 651582;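 active means pattern-corrected inhibition of lipid staining of at least 50% with the nuclear-stain viability signal not falling by more than 50%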;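 further: 0% = DMSO wells and 100% = triacsin C control wells; some results filed as inactive read as strong as hits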
H9c2 TAG inh DAPI viability: second read-out of H9c2 TAG inh, no call of its own (marks repeat the call); DAPI nuclei signal change (viability), lower = more cytotoxic, %;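 whole-well DAPI fluorescence read on a plate reader as a viability signal; minus 50 percent equals half of cells still viable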
Starred values were filed as active, the others as inactive; & = joins results of further samples.

SMILES	H9c2 TAG inh	H9c2 TAG inh DAPI viability
Cc1cccc(C)c1-n1c(C)cc(/C=N\Nc2ccc([N+](=O)[O-])cn2)c1C	17	-21
CCOC(=O)C(Cc1ccc(NC(=O)/C(=C/c2ccccc2)NC(=O)c2ccccc2)cc1)N1C(=O)c2ccccc2C1=O (stereo not drawn)	49	12
Cn1nc(C(F)(F)F)c(-c2ccc(F)cc2)c1NC(=O)c1ccco1	2	-3
[O-][n+]1onc2c1CCc1[nH]c(-c3ccccc3)nc1-2	-10	3
CCOc1cc(N2CCOCC2)c(OCC)cc1NC(=O)COc1ccccc1[N+](=O)[O-]	11	2
Cc1ccc(NC(=O)CN2CCN(c3ccccn3)CC2)cc1S(=O)(=O)N(C)C	-19	1
CN1CCc2c(OCC(=O)N3CCCc4ccccc43)cccc2C1=O	-9	7
CC(C)C(=O)Nc1cccc(S(=O)(=O)NC2=NCCC2)c1	-6	0
c1ccc(-c2cc(N3CCCCC3)nc(-c3ccccc3)n2)cc1	35	3
COC(=O)c1c(NC(=O)C(C)C)sc2c1CCN(Cc1ccccc1)C2	12	-20
NS(=O)(=O)c1ccc(CCNC(=O)c2cc3ccccc3oc2=O)cc1	3	-1
CC(=O)N1CCN(C(=O)c2ccc3c(c2)OCCO3)CC1	21	0
O=C(COc1ccc(Cl)cc1)NNC(=O)c1cccnc1	10	-7
Clc1nccc(NCc2ccccc2)n1	4	-9
CCOc1ccc(NC(=O)CN(C)C(=O)c2ccc(OCc3ccccc3)c(OC)c2)cc1OCC	5	1
Oc1cc(O)c2c(c1)O[C@H](c1ccc(O)c(O)c1)[C@@H](O)C2	9	-12
Cc1nnc2n(-c3ccccc3)c(=O)c3c4c(sc3n12)COC(C)(C)C4	1	3
COc1cc(N)c2ncccc2c1OC	-6	6
O=C(NCC(c1ccco1)N1CCCC1)c1ccccc1Sc1ccc(C(F)(F)F)cc1[N+](=O)[O-] (stereo not drawn)	8	6
COc1ccc(-c2nnc3ccc(SCC(=O)Nc4cc(C)on4)nn23)cc1OC	-5	4
COc1ccccc1C(=O)NC(CCSC)C(=O)OCC(=O)N1CCCC1=O (stereo not drawn)	1	7
CCOC(=O)c1ccc(C(=O)NNC(=O)C2C3C=CC(C3)C2C(=O)O)cc1 (stereo not drawn)	-11	6
CCC(=O)Nc1ccc(S(=O)(=O)Nc2nccs2)cc1	8	0
COc1ccc(OC)c(C2CC(=O)N3CN(c4cccc(Cl)c4)CSC3=C2C#N)c1 (stereo not drawn)	7	0
Clc1ccc(-c2cccc3nccn23)c(Cl)c1	-9	15
CCCN1C(=O)c2cc(C(=O)NC3CCCC3)ccc2C1O (stereo not drawn)	7	3
CCOC(=O)c1c(C)[nH]c(C)c1C(=O)CN1C(=O)NC2(CCCCCC2)C1=O	-5	-3
CCC1(CC)NC(=O)N(CC(=O)OC(C)C(=O)Nc2ccc(S(N)(=O)=O)cc2)C1=O (stereo not drawn)	3	-5
N#Cc1nc(COc2ccccc2)oc1NCCCn1ccnc1	31	-12
O=C(CCCc1nc2ccccc2s1)Nc1ccc(N2CCOCC2)cc1	1	-6
O=C1CCc2cc(S(=O)(=O)Nc3ccc(F)cc3)cc3c2N1CC3	-1	2
O=S(=O)(c1ccc(Cl)cc1)N1CCCC(C(F)(F)F)C1 (stereo not drawn)	-2	-1
O=C(c1cccs1)N1C[C@H](O)[C@@H](n2cc(C3CC3)nn2)C[C@@H]1c1ccccc1	11	-2
Cc1ccc(-c2nnc(-c3ccccc3)o2)cc1	-3	8
COC(=O)c1cc(C(=O)Nc2cccc(C)n2)cc([N+](=O)[O-])c1	13	-3
COc1cc(CNn2cn[nH]c2=S)cc(Br)c1OCc1ccccc1F	-7	19
CS(=O)(=O)c1ccc(C(=O)NCc2ccccc2F)cc1	2	5
CCOc1ccc(N2C(=O)CC(N3CCC(NC(=O)Nc4ccccc4)CC3)C2=O)cc1 (stereo not drawn)	4	-1
Cc1ccc(OCC(=O)O/N=C(\N)Cc2ccc([N+](=O)[O-])cc2)cc1C	0	-4
CCN(Cc1nc(-c2ccc(Cl)cc2)no1)CC1CCCO1 (stereo not drawn)	-43	8

Arranged by count of non-hydrogen atoms (high to low): part of the list above
SMILES	H9c2 TAG inh	H9c2 TAG inh DAPI viability
O=C(NCC(c1ccco1)N1CCCC1)c1ccccc1Sc1ccc(C(F)(F)F)cc1[N+](=O)[O-] (stereo not drawn)	8	6
CCOc1ccc(N2C(=O)CC(N3CCC(NC(=O)Nc4ccccc4)CC3)C2=O)cc1 (stereo not drawn)	4	-1
CCC1(CC)NC(=O)N(CC(=O)OC(C)C(=O)Nc2ccc(S(N)(=O)=O)cc2)C1=O (stereo not drawn)	3	-5
O=C(c1cccs1)N1C[C@H](O)[C@@H](n2cc(C3CC3)nn2)C[C@@H]1c1ccccc1	11	-2
CCOC(=O)c1ccc(C(=O)NNC(=O)C2C3C=CC(C3)C2C(=O)O)cc1 (stereo not drawn)	-11	6
Cc1ccc(OCC(=O)O/N=C(\N)Cc2ccc([N+](=O)[O-])cc2)cc1C	0	-4
N#Cc1nc(COc2ccccc2)oc1NCCCn1ccnc1	31	-12
COC(=O)c1cc(C(=O)Nc2cccc(C)n2)cc([N+](=O)[O-])c1	13	-3
CCCN1C(=O)c2cc(C(=O)NC3CCCC3)ccc2C1O (stereo not drawn)	7	3
CS(=O)(=O)c1ccc(C(=O)NCc2ccccc2F)cc1	2	5
CCC(=O)Nc1ccc(S(=O)(=O)Nc2nccs2)cc1	8	0
Cc1ccc(-c2nnc(-c3ccccc3)o2)cc1	-3	8
Clc1ccc(-c2cccc3nccn23)c(Cl)c1	-9	15
COc1cc(N)c2ncccc2c1OC	-6	6

The results go on.
SMILES	H9c2 TAG inh	H9c2 TAG inh DAPI viability
N/C(Cc1nc(-c2ccc(Br)cc2)cs1)=N\O	-17	2
O=C(C(c1ccccc1)c1ccccc1)N1CCOCC1	4	8
CCOC(=O)C1(C(=O)OCC)C(c2ccccc2)CC(O)N1C(C)=O (stereo not drawn)	0	2
CN(CC(=O)Nc1ccc(F)cc1)C(=O)COC(=O)C1CCN(c2ccc(C(F)(F)F)cn2)CC1	6	-12
C=CCn1c(CC(C)(C)C)nc2ccccc21	13	-10
COC(=O)c1cccc(NC(=O)C(C)(C)C)c1	0	-5
O=C1C2C3CCCC3=C3CCCC3C2C(=O)N1c1cccc(Cl)c1 (stereo not drawn)	5	5
COc1cc(C(=O)Nc2ccc(C#N)cc2)c([N+](=O)[O-])cc1OC	-2	-8
O=[N+]([O-])c1cccc2[nH]ncc12	2	-4
COc1c(C)cccc1C(=O)NC(=S)Nc1ccccc1N1CCCC1	-38	-6
Cc1cc(C(=O)CN2C(=O)C(=O)N(Cc3ccco3)C2=O)c(C)n1CCc1ccccc1	2	-7
COCc1cccc(-c2csc(C(C)(NC(C)=O)c3ccc(OC)cc3)n2)c1 (stereo not drawn)	9	-14
O=S(=O)(Nc1cccc(S(=O)(=O)N2CCCC2)c1)c1ccc(F)cc1	11	-2
O=c1c2ccccc2nnn1CSc1nnc(COc2ccc(Cl)cc2)n1Cc1ccco1	15	-18
C=CCNC(=O)C1CC(=O)N(c2ccc(OCC(=O)Nc3ccc(CC)cc3)cc2)C1 (stereo not drawn)	-5	4
Cc1ccc(N(Cc2ccccc2O)C(=O)c2ccccc2F)cc1	-4	2
O=C(CNC(=O)c1ccc(Cl)cc1Cl)OCC(=O)N1CCCC1=O	-4	4
Cc1ccccc1C(=O)N1CCC(C(=O)OCC(=O)Nc2cccc([N+](=O)[O-])c2C)CC1	-8	4
O=C(NCc1cccnc1)C1CCN(S(=O)(=O)c2cccnc2)CC1	-5	-5
Cc1ccc(C2c3c(oc4cc(C)c(C)cc4c3=O)C(=O)N2CCCN2CCOCC2)cc1 (stereo not drawn)	3	15
Cc1ccc(C(=O)Nc2ccc3nccnc3c2)cc1	-5	-2
CCOC(=O)C1(Cc2cccc(OC)c2)CCN(Cc2ccc(OC)c(OC)c2)CC1	-15	18
COc1cc(Cl)c(C)cc1NC(=O)CN1CCN(C(=O)c2cccs2)CC1	2	-9
CCCCNc1nccnc1-c1cccc(C=O)c1	7	15
O=C(O)c1cccc(NS(=O)(=O)c2ccc3c(c2)C(=O)c2ccccc2C3=O)c1	-15	0
O=C(CSC1CS(=O)(=O)c2cc([N+](=O)[O-])ccc21)NNC(=O)c1ccccc1 (stereo not drawn)	3	2
Cc1nc(SCC(N)=O)c([N+](=O)[O-])[nH]1	-11	2
COC(=O)c1ccc(CNC(=O)COC(=O)COc2ccc(OC)cc2)cc1	-3	7
Cc1ccc(S(=O)(=O)N(C)c2ccc(C(=O)Nc3ccc(C)cn3)cc2)cc1	8	6
C1=C(c2sc3ccccc3c2-c2ccc(OCCN3CCOCC3)cc2)CCCC1	14	4
CN(C)CCC(c1ccccc1)c1ccccn1 (stereo not drawn)	9&7&10	-13&-2&0
Cc1nc2ccccc2c(=O)n1CCCN1CCOCC1	-4	5
CN(C(=O)c1cccc(NC(=O)Cc2ccc(NC(=O)C3CCCN(C(=O)C4CCCCC4)C3)cc2)c1)C1CC1 (stereo not drawn)	-10	3
COc1ccc(/C(O)=C2/C(=O)C(=O)N(CCN(C)C)C2c2ccc(C)cc2)cc1Cl (stereo not drawn)	-4	11
N#CC1=C2SCN(Cc3ccco3)CN2C(=O)CC1c1c(F)cccc1Cl (stereo not drawn)	6	0
O=C(Nc1ccc(Cl)cn1)c1cc2c(s1)-c1ccccc1OC2	-12	90
C[C@H]1CN([C@@H](C)CO)S(=O)(=O)c2ccc(C#Cc3cccnc3)cc2O[C@@H]1CN(C)C(=O)Nc1ccc2c(c1)OCO2	13	-3
O=C(CSc1cn(Cc2cccc(F)c2)c2ccccc12)NCc1ccc(F)cc1	-1	-15
COc1ccc(S(=O)(=O)N2CCC3(CC2)OCCN3S(=O)(=O)c2cccs2)cc1OC	-3	-3
Cc1ccc2c(Cl)c(C(=O)NCCCN3CCOCC3)sc2c1	5	4
Cc1c(NCc2cc(Cl)cc(Cl)c2O)c(=O)n(-c2ccccc2)n1C	12	-10
COCCSc1nc(N)c(NC(=O)c2ccco2)c(=O)[nH]1	-6	-2
CN(C)c1ccc(C(=O)NNC(=O)Nc2ccccc2)cc1	20	-15
CC(C)CC(=O)NC(NC(=S)Nc1cccc2cccnc12)C(Cl)(Cl)Cl (stereo not drawn)	11	13
C=CCNc1nc2cc(-c3ccccc3OC)sc2c(=O)n1C	-3	2
C=CCNC(=O)c1onc(CSc2cc(C)ccc2C)c1C(=O)O	-9	-1
O=S(=O)(NNc1ncc(C(F)(F)F)cc1Cl)c1ccc(F)cc1F	-7	-3
C=CCOc1cccc(C2/C(=C(/O)c3ccc(C)cc3)C(=O)C(=O)N2CCN2CCOCC2)c1 (stereo not drawn)	2	-2
Cc1ccc(C(=O)NCC(=O)Nc2ccc3c(c2)CCC3)cc1	-7	-3
CN(Cc1ccccc1)c1ccc(S(=O)(=O)N2CCC(C(=O)O)CC2)cc1[N+](=O)[O-]	0	-7
Cc1cccc(OC(C)C(=O)N/N=C\c2ccncc2)c1 (stereo not drawn)	-19	-11
CN(C)S(=O)(=O)c1cccc(C(=O)NCC2(N3CCOCC3)CCCCC2)c1	1	-6
CN(Cc1ccccc1)C(=O)CN1C(=O)NC2(CCCC2)C1=O	-12	0
Nc1ccc2[nH]c(=S)sc2c1	12	-3
Cc1ccc(C(=O)Nc2nc3ccc(S(C)(=O)=O)cc3s2)o1	8	8
Cc1csc(=O)n1CCC(=O)OCC(=O)Nc1ccc(F)c(F)c1F	26	-11

Filtered by structure: the entries above containing a cyano group
SMILES	H9c2 TAG inh	H9c2 TAG inh DAPI viability
COc1ccc(OC)c(C2CC(=O)N3CN(c4cccc(Cl)c4)CSC3=C2C#N)c1 (stereo not drawn)	7	0
N#Cc1nc(COc2ccccc2)oc1NCCCn1ccnc1	31	-12
COc1cc(C(=O)Nc2ccc(C#N)cc2)c([N+](=O)[O-])cc1OC	-2	-8
N#CC1=C2SCN(Cc3ccco3)CN2C(=O)CC1c1c(F)cccc1Cl (stereo not drawn)	6	0

Bioassay records: PubChem BioAssay, Sanford-Burnham Center for Chemical Genomics

A portion of the library, so the mix of outcomes need not match the whole.
